# Screening data (PubChem)
# USP2a block – qHTS Assay for Inhibitors of Ubiquitin-specific Protease USP2a Using CHOP2 as the Reporter. USP2 core, Ub-CHOP2 coupled fluorogenic reporter, 485/531. Ubiquitin carboxyl-terminal hydrolase 2 (Homo sapiens), O75604. Potency, µM (series often up to 38.3 µM), inactives show top-dose activity change, negative = inhibition, usual class: inhibitors. 330,000 tested, 0.01% active;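 note: potency is the fitted concentration of half-maximal effect; plate controls were DMSO wells for no effect and full inhibition by NEM control for full effect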
#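 Cell-free coupled assay: 10nM USP2 core preincubated 30min RT with compound in Tris-HCl pH 8.0/CaCl2/CHAPS buffer, then 25nM Ub-CHOP2 and 25nM reporter substrate; fluorescence (Ex 485/Em 531) read after 60min RT, normalized to NEM inhibition, concentration-response curves fitted.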
# PKM2 activator – qHTS Assay for Activators of Human Muscle isoform 2 Pyruvate Kinase | Pyruvate kinase PKM (Homo sapiens), P14618 | purified PKM2, Kinase-Glo ATP luminescence, activation; response scale: 0% is enzyme alone, no compound | Potency, µM (highest dose often 57.5 µM), for the others: at the top dose activation, usual class: activators | 260,000 tested, 0.34% active; note: potency is the fitted concentration of half-maximal effect; % is set by controls: 0 for no effect and ±100 for the full control effect; nearly all actives have a fitted effect of over 55% in size
#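 hPK-M2, >95% pure; 0.1 mM ADP / 0.5 mM PEP final; imidazole pH7.2 buffer w/ 7 mM MgCl2, 50 mM KCl; 1 h RT; Kinase-Glo lum. Intermediate enzyme activity for dual inhibitor/activator qHTS.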
# S-ASM inh – Inhibitors of Secretory Acid Sphingomyelinase (S-ASM): qHTS; Sphingomyelin phosphodiesterase (Homo sapiens), P17405; placental ASM, HMU-PC fluorogenic substrate, 60 min; Potency, µM (top dose mostly 57.5 µM), for inactives: at the top dose activity change, negative = inhibition, hits mostly inhibitors; 340,000 tested, 0.006% active; AID 504937, 2011; note: potency is the fitted concentration of half-maximal effect
# Target sequence (P17405 47-631 limits assumed): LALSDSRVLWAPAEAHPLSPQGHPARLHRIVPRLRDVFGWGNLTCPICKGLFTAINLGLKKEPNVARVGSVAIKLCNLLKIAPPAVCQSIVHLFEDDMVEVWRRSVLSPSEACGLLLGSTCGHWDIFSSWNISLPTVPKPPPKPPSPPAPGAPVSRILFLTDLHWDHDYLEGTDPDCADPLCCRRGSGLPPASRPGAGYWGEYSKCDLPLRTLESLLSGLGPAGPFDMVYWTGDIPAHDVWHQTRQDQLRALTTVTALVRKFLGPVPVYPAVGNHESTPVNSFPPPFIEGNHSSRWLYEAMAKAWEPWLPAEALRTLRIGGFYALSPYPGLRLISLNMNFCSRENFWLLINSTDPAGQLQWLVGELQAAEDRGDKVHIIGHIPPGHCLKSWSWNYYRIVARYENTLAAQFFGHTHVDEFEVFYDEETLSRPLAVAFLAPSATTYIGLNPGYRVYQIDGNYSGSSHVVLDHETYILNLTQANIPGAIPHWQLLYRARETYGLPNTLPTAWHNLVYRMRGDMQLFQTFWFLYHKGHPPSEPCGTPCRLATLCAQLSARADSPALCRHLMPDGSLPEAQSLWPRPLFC
#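 Steps: dispense placental human ASM, pin compound, wait 10 min at room temperature, add HMU-PC0 substrate at 9 uM final, incubate 60 min at 37 °C, add stop solution raising pH to 10, read fluorescence.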
# hERG WT inh – qHTS for Inhibitors of KCHN2 3.1: Wildtype qHTS. activity change, % at 1.84 µM. U2OS, BacMam KCNH2, thallium flux FluxOr; hits give low values. 340,000 tested, 0.37% active. Voltage-gated inwardly rectifying potassium channel KCNH2 (Homo sapiens), Q12809;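 active = maximum activity change below -70%; inconclusive = maximum activity change between -70% and -50%; inactive = maximum activity change above -50%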; note: % is set by controls: 0 for no effect and ±100 for the full control effect
#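 U2OS cells were transduced with wild-type KCNH2 virus (2.03 x 10^8 / mL) for 4 h at room temperature, then cultured overnight at 37 C. Thallium flux was read with FluxOr dye. Rate constants were normalized to DMSO controls.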
# MBNL1-CUG inh – qHTS Assay for Inhibitors of MBNL1-poly(CUG) RNA binding | Potency, µM (doses to about 57.5 µM), without a hit: at the highest dose activity change, negative = inhibition, hits mostly inhibitors | 280,000 tested, 0.036% active | TR-FRET MBNL1-His/biotin-(CUG)12 binding, 665/545 ratio | Muscleblind-like protein 1 (Homo sapiens), Q9NR56; active = well fitted inhibition curve with a large enough effect in the signal ratio, with a control signal flat, not every such curve was filed as active; inconclusive = small, poorly fitted or top-dose-only effect, or effect the other way, or a change in a side signal; inactive = no such curve, though single readings can be large or run the other way; the % refers to the signal ratio; note: potency is the fitted concentration of half-maximal effect; % is set by controls: 0 for no effect and ±100 for the full control effect
# Target sequence (Q9NR56 whole entry, looked up): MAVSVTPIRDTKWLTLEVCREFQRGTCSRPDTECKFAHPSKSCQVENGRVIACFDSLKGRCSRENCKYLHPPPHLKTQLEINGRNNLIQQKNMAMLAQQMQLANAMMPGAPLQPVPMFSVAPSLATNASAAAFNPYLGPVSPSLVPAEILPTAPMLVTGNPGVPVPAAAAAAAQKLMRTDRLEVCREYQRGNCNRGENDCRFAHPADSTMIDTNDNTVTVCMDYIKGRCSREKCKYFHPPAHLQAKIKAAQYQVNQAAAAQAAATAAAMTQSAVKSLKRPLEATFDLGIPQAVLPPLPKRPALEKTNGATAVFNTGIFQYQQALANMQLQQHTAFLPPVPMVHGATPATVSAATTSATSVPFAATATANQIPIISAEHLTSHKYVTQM
#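 Compound titration spanned 92 nM–58 uM against the MBNL1-His/biotin-(CUG)12 complex. After 60 min at room temperature with 5 nM streptavidin-XL665 and 0.055 ng/ul terbium anti-His, ratiometric 665/545 nm emission (Ex 340 nm) normalized to controls.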
# Menin-MLL TR inh – qHTS Assay for Inhibitors Targeting the Menin-MLL Interaction in MLL Related Leukemias: Competition With Texas Red Labeled MLL-derived Mutant Peptide; Menin + Texas Red MLL mutant peptide, fluorescence polarization; AID 1768, 2009; Potency, µM (top dose mostly 61.6 µM), inactives show at the highest dose FP activity change, negative = inhibition, most hits filed as inhibitors; O00255; 270,000 tested, 0.23% active; active = well fitted inhibition curve with a large enough effect in the polarisation, with a control signal flat, not every such curve was filed as active; inconclusive = small, poorly fitted or top-dose-only effect, or effect the other way, or a change in a side signal; inactive = no such curve, though single readings can be large or run the other way; the % refers to the polarisation; note: potency is the fitted concentration of half-maximal effect; % of control where 0% means no effect; many of its hits are not listed in these tables
# TSHR antag – Antagonists of the Thyroid Stimulating Hormone Receptor: HTS campaign. Thyrotropin receptor (Homo sapiens), P16473. TSHR-expressing cells, TSH-stimulated cAMP HTRF, 2 h; hits give low values. activity change, negative = inhibition, % at 11.5 µM. 330,000 tested, 0.2% active. AID 504810, 2011;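 active = activity change below a set negative limit, meaning inhibition stronger than a set level, cut at about -70% in these data; inconclusive = activity change between two set negative limits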; note: % is set by controls: 0 for no effect and ±100 for the full control effect
#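 Inhibition of cAMP made by TSHR-expressing cells under TSH stimulation (4nM final, EC80; 2 h, 37 deg C) is quantified with a one-step lysis HTRF kit, anti-cAMP cryptate versus cAMP-d2.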
# Mito fusion yeast – qHTS Assay for Small Molecule Inhibitors of Mitochondrial Division or Activators of Mitochondrial Fusion; S. cerevisiae fusion-defective mutant growth rescue, CellTiterGlo 48 h; Potency, µM (titrated, usually from 46.1 µM), for inactives: top-dose growth rescue (activation), actives largely listed as activators; 320,000 tested, 0.23% active; AID 485298, 2010;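 note: potency is the fitted concentration of half-maximal effect; % of control where 0% means no effect; nearly all actives have a fitted effect of over 45% in size; temperature-sensitive fusion mutants such as fzo1-1 at 37 °C on non-fermentable ethanol glycerol medium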
#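 Growth-rescue viability read-out: after 48 h at the non-permissive 37C in glycerol/ethanol YPEG, yeast mitochondrial fusion mutants are measured by CellTiterGlo luminescence; compounds (23 nl pinned per well) restoring growth score as division inhibitors or fusion activators.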
# GALK inhibitor – qHTS Assay for Inhibitors of Human Galactokinase (GALK); 270,000 tested, 0.007% active; Purified GALK, Kinase-Glo residual ATP luminescence; P51570; Potency, µM (doses to about 57.5 µM), for inactives: top-dose activity change, negative = inhibition, usual class: inhibitors; AID 1868, 2009; note: potency is the fitted concentration of half-maximal effect; % is set by controls: 0 for no effect and ±100 for the full control effect
#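 Human GALK (5 nM) with 35 uM ATP and 100 uM galactose in 20 mM HEPES pH 8.0, 5 mM MgCl2, 60 mM NaCl, 1 mM DTT, 0.01% BSA. After 1 h at room temperature, leftover ATP was read by Kinase-Glo Plus luminescence.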
# Eya2 inh – qHTS Assay for Inhibitors of the Phosphatase Activity of Eya2; Protein phosphatase EYA2 (Homo sapiens), O00167; recombinant Eya2, OMFP fluorescence dephosphorylation (OMFP is methylfluorescein phosphate); Potency, µM (titrated, usually from 76.9 µM), inactives show at the top dose activity, negative = inhibition, hits mostly inhibitors; 330,000 tested, 0.006% active; AID 488837, 2010; note: potency is the fitted concentration of half-maximal effect; % is set by controls: 0 for no effect and ±100 for the full control effect
#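 Eya2 protein (added as 0.2 uM solution) was preincubated with compound for 10 min at ambient temperature in 50 mM HEPES pH 7.5, 50 mM NaCl, 5 uM MgCl2, 0.05% BSA, 1 mM DTT. OMFP (added at 50 uM) then reacted 10 min; fluorescence read at 485/525 nm.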
# Chronic BCR inh – qHTS Assay to Find Inhibitors of Chronic Active B-Cell Receptor Signaling | ABC-DLBCL IkBa-CBG/CBR reporter, luminescence ratio, 4 h | Potency, µM (top dose mostly 46.1 µM), for the others: at the top dose ratio change, negative = lower green/red ratio, most hits filed as inhibitors | 340,000 tested, 0.05% active; active = well fitted inhibition curve with a large enough effect in the signal ratio, with a control signal flat, not every such curve was filed as active; inconclusive = small, poorly fitted or top-dose-only effect, or effect the other way, or a change in a side signal; the % refers to the signal ratio;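 note: potency is the fitted concentration of half-maximal effect; plate controls were basal doxycycline-induced cells for no effect and cells given 10 µM MG132 for full effect; MG132 reads +100%, hits lower the ratio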
#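 Doxycycline induced both beetle luciferases in TMD8 lymphoma cells; IKK-driven degradation limits the IkappaBalpha-fused green signal, while red luminescence normalises for cell number and nonspecific effects. Compounds tested up to 46 uM, 4 hrs.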
# Starred values were filed as active, the others as inactive; ? = inconclusive; . = no result given; [ ] = remark or other dose. Unless noted, calls come from the whole dose curve; as a rule, active = well fitted curve in the direction sought with a large enough effect; inconclusive = small, poorly fitted or top-dose-only effect, or another doubt; inactive = no such curve, though single readings can be large; an effect the other way counts as inactive or inconclusive. These rows are one share of the data (hit frequency here may not be typical).
SMILES,USP2a block,PKM2 activator,S-ASM inh,hERG WT inh,MBNL1-CUG inh,Menin-MLL TR inh,TSHR antag,Mito fusion yeast,GALK inhibitor,Eya2 inh,Chronic BCR inh
CCOC(=O)c1ccc([N+](=O)[O-])c(CS(=O)(=O)c2ccc(Cl)cc2)c1,4%,.,-7%,15,?,?,-8,3%,0%,-17%,?
O=C(COC(=O)c1ccc(Br)cc1)NCc1ccc(F)cc1,1%,-1%,-1%,-2,-4%,0%,8,-4%,5%,-1%,5%
CCCC(=O)NCC(c1cccs1)S(=O)(=O)c1ccc(C)cc1 (stereo not drawn),2%,-3%,0%,-26,-2%,8%,8,1%,11%,-1%,0%
O=C(CCCn1c(=S)[nH]c2ccsc2c1=O)Nc1ccc2c(c1)OCCO2,0%,2%,5%,6,-3%,23%,-4,2%,11%,6%,0%
C=CCn1cc(C(C)=O)c(=O)[nH]c1=O,2%,-6%,-2%,-8,-4%,-1%,14,8%,-2%,-11%,-2%
CN1CCN(C(=S)NC(=O)c2ccc(-c3ccccc3)cc2)CC1,1%,0%,1%,-5,-3%,5%,-6,-1%,0%,8%,?
CCc1ccc(CN(C)C(=O)c2cc(S(=O)(=O)N3CCOCC3)ccc2N2CCCC2)cc1,-2%,.,-2%,-6,.,.,-6,4%,.,0%,-1%
Cc1cc(Cl)ccc1N(CC(=O)NCc1ccccc1)S(C)(=O)=O,0%,2%[11.5 µM],-4%,7,6%,6%,-1,-4%,-3%,-2%,-1%
COc1ccc(-n2c(=S)[nH]c3[nH]ncc3c2=O)cc1,3%,-12%,-2%,1,-13%,.,7,4%,5%,-24%,1%
CN1CCN(C(=O)c2ccc(N3CCCC3=O)cc2)CC1,4%,7%,-1%,1,-3%,9%,21,2%,0%,10%,8%
CCOC(=O)NC1(C(F)(F)F)NC(=O)N(C2CCCCC2)C1=O (stereo not drawn),-7%,-9%,1%,1,-11%,6%,11,1%,0%,-2%,7%
CN(C)S(=O)(=O)c1cccc(NC(=O)CSc2nnnn2-c2ccccc2)c1,3%,8%,0%,-4,1%,.,28,8%,-4%,-1%,-21%
COC(=O)c1cc(C(=O)OC)cc(-n2c(C)cc(C(=O)CC#N)c2C)c1,.,1%,-13%,6,4%,-26%,.,4%,3%,.,.
COc1cc(/C=N/NC(=O)CCn2cnc(-c3ccccc3)c2-c2ccccc2)ccc1O,-1%,9%,83%[activator],-4,-8%,22%,-6,-6%,-2%,1%,?
Cc1ccc(NC(=O)c2ccc(Cl)c(S(=O)(=O)Nc3c(C)n(C)n(-c4ccccc4)c3=O)c2)cc1Cl,-1%,.,-4%,-13,.,.,-1,24%,.,-29%,-12%
COc1ccc(S(=O)(=O)N2CCN(CC(=O)Nc3cc(Cl)ccc3Cl)CC2)cc1,1%,.,4%,1,.,.,-4,-3%,.,15%,0%
COc1ccc(SC[C@H](C)CN2CC[C@H](NC(=O)OCc3ccccc3)CCC2=O)cc1,-6%,.,-10%,6,.,.,-30,.,.,-27%,?
O=c1c2ccccc2nnn1CSc1nc2sc3c(c2c(=O)n1CC1CCCO1)CCC3 (stereo not drawn),-1%,-2%,-9%,-4,-3%,1%,-8,7%,3%,15%,5%
Cc1cccc(C(C(=O)NC2CCCC2)N(C(=O)c2csnn2)C2CC2)c1 (stereo not drawn),0%,1%,-2%,7,1%,-7%,5,4%,-2%,4%,4%
CC1(C)C/C(=N\O)C(C(O)c2cccc([N+](=O)[O-])c2)C(C)(C)N1 (stereo not drawn),0%,-3%,3%,5,14%,.,-2,7%,4%,4%,-1%
CCCN(C(=O)CSc1nnnn1C)c1c(N)n(Cc2ccccc2)c(=O)[nH]c1=O,12%,0%,-5%,.,-1%,2%,2,-4%,-1%,3%,0%
COc1cccc(NC(=O)CCC2CCN(C(=O)c3cncs3)CC2)c1,1%,-1%,.,-2,-9%,.,-46,-3%,-4%,5%,2%
CC1CC(=O)Nc2cc([N+](=O)[O-])ccc2N1 (stereo not drawn),-1%,2%,0%,0,?,.,6,-2%,-2%,-9%,?
Cc1cc(C)c2cc(C(=O)Nc3ccc4c(c3)OCO4)[nH]c2c1,-1%,1%,1%,-13,0%,.,-2,-1%,6%,3%,-3%
COc1ccccc1CNC(=O)CCn1c(=O)[nH]c2ccsc2c1=O,-1%,3%,0%,1,-14%,-8%,-7,0%,-3%,-14%,6%

# Later entries:
SMILES,USP2a block,PKM2 activator,S-ASM inh,hERG WT inh,MBNL1-CUG inh,Menin-MLL TR inh,TSHR antag,Mito fusion yeast,GALK inhibitor,Eya2 inh,Chronic BCR inh
CCC(C)(C)n1nnnc1C(c1cccc(C#N)c1)N1CCN(c2cccc(C)c2C)CC1 (stereo not drawn),-4%,0%,3%,-14,0%,5%,0,2%,8%,-5%,-3%
O=C(c1cc(S(=O)(=O)N2CCOCC2)c(Cl)cc1Cl)N1CCCC1,-1%,.,0%,8,.,.,-8,1%,.,-3%,-2%
CC(C)CNC(=O)CC(=O)NN=C1CCCC1,5%,-4%,5%,-4,-13%,0%,-5,-2%,.,-4%,?
Cc1ccc(Nc2cc(C)nc3nc(C)nn23)cc1,1%,-1%,-2%,-1,-8%,24%,11,3%,.,1%,2%
Cn1cc(CN2CCC(n3nccc3NC(=O)c3ccccc3Cl)CC2)cn1,-4%,0%,0%,25,3%,-1%,-13,0%,1%,7%,-1%
Cc1cccc(NC(=O)CSc2nnc(C)c(C)n2)c1,3%,23%,0%,-12,0%,1%,9,2%,-2%,-6%,-13%
COc1ccc(Cc2nnc(SCC(=O)Nc3ncc(C)s3)o2)cc1,-1%,-2%,5%,-3,2%,-1%,-11,7%,2%,5%,14%
C1CCc2c(nc3nnnn3c2NCC2CC2)C1,7%,0%,1%,7,-2%,.,-5,-7%,-1%,0%,0%
Cc1ccc(OCC(=O)Oc2ccc(C)c(C)c2)cc1,1%,0%,4%,-2,2%,8%,-4,-1%,0%,-6%,-1%
CCCCC(=O)NC(=S)Nc1ccc(NC(=O)C(C)C)c(OC)c1,6%,-4%,-2%,2,-3%,?,5,-1%,0%,-4%,1%
Cc1ccccc1S(=O)(=O)Cc1ccc(C(=O)NCc2ccc(F)cc2)o1,0%,3%,-3%,16,2%,-2%,-9,8%,-3%,0%,5%
CCN1C(=O)[C@H]2[C@@H](c3ccc(SC4CCCCC4)cc3)N3CCCC[C@@]3(C(=O)OC)[C@H]2C1=O,0%,.,-16%,1,.,.,17,8%,.,-2%,2%
COc1ccccc1CCNC(=O)C(=O)NCC1CCCN1S(=O)(=O)c1ccccc1 (stereo not drawn),2%,.,2%,2,.,.,-21,-2%,.,-3%,-23%
Cc1cc(C(F)(F)F)c2sc(N)nc2n1,1%,-21%,11%,2,8%,10%,-13,5%,1%,6%[15.4 µM],-8%
COc1cc(NC(=O)c2cc(Cl)ccc2Cl)ccc1-c1cc2ccccc2oc1=O,2%,-1%,32%[activator],-18,30%[activator],?,1,-2%,.,14%,-4%
Cn1nccc1C(=O)NC1CCCc2c1cnn2-c1ccccc1F (stereo not drawn),1%,.,0%,34,1%,.,-37,-5%,0%,11%,?
CC1CCCN(CCOCCOc2ccccc2-c2ccccc2)C1 (stereo not drawn),-3%,-4%,0%,10,-2%,-16%,4,-11%,1%,1%,?
Cc1cc(C(=O)NC(Cc2ccccc2)C(=O)O)c(C)o1 (stereo not drawn),17%,-2%,-6%,3,-8%,.,-1,-5%,0%,13%,4%
